High-throughput results from PubChem.
MITF primary: human MITF inhibition, primary screen | AlphaScreen MITF homodimerization, bead proximity signal | inhibition, % at 2.6 µM | 650,000 compounds, 0.91% hits; in the data active = inhibition above about 50%;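 also: 0% = vehicle wells with protein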
FBW7 act: human FBW7 E3 ligase activation, primary screen. Q969H0. AlphaScreen FBW7–phospho-cyclin E peptide binding, activator screen. normalized activity (activation), % at 26.1 µM. 650,000 compounds, 0.13% hits. AID 1259310; in the data active = normalized activity above about 1.9%;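 also: purified mutant Fbw7 with reduced substrate affinity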
Target sequence (Q969H0 whole entry, looked up): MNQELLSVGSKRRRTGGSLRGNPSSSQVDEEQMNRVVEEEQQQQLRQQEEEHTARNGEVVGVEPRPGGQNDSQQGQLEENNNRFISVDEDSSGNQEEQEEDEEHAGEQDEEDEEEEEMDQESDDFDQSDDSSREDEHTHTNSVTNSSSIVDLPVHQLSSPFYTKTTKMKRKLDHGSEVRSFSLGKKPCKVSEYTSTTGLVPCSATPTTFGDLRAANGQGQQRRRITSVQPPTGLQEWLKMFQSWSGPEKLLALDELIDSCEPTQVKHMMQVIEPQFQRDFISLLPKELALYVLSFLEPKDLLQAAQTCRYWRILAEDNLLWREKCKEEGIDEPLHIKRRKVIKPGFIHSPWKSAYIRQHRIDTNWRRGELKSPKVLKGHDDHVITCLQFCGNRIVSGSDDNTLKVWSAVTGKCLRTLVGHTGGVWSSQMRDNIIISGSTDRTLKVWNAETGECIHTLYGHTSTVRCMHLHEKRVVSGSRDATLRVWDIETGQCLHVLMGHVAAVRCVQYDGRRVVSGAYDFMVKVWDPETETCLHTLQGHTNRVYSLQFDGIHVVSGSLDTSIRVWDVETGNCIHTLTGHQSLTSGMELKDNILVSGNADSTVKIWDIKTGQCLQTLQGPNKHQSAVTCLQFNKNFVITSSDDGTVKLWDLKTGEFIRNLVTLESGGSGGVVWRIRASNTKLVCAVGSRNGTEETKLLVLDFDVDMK
GPR151 ag: activators of human GPR151 | Q8TDV0 | PathHunter beta-arrestin GPR151 cells, luminescence | activation, % at 11.2 µM | 650,000 compounds, 1% hits; in the data active = activation above about 4.9%;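 also: 0% = median of compound wells and 100% = cells with positive control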
TEAD-YAP block: TEAD-YAP interaction inhibition; HEK-TIYL cells, TEAD-Gal4/YAP UAS-luciferase luminescence; inhibition, % at 9.12 µM; 640,000 compounds, 1.4% hits; in the data active = inhibition above about 32%;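 also: 0% = median of test compound wells and 100% = reference inhibitor wells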
* = called active by the depositor; & = joins results of further samples.

SMILES	MITF primary	FBW7 act	GPR151 ag	TEAD-YAP block
CCCc1nnc(SCC(=O)N2C(C)CCCC2C)n1C (stereo unspecified)	2.0	0.5	0.2	-8.5
CNC(=O)c1ccccc1Nc1cc(Nc2ccc(N3CCOCC3)cc2OC)ncc1C	13.1	0.5	-0.6	44.1*
C=CCn1c(SCC(=O)c2[nH]c(C)c(C(=O)OCC)c2C)nc2sc(-c3ccccc3)cc2c1=O	10.9	1.0	0.4	-29.8
CC(C)Nc1nc(NC(N)=S)nc(NC(C)(C)C)n1	-4.9	-0.4	2.5	-8.5
Cc1ccc(-c2[nH]ncc2CN(C)CC2COCCO2)cc1C (stereo unspecified)	10.8	0.1	-0.6	8.9
Cc1sc(NC(=O)c2ccnn2C(C)C)c(C#N)c1C	-20.6	0.0	1.2	-10.6
COc1ccc(/C=C\C(=O)NCCc2cc3c(OC)ccc(OC)c3[nH]c2=O)cc1OC	5.0	0.1	0.7	6.3
COC(=O)c1c(NC(=O)COc2ccc([N+](=O)[O-])c(C)c2)sc(C)c1C	-13.1	-0.1	-0.2	0.9
COc1cc(OC)c(NC(=O)CSc2nc3ccccc3n2S(=O)(=O)c2ccc(Br)cc2)cc1Cl	-5.4	-0.1	0.0	-10.4
Cc1ccc(C(=O)NCCn2ccc3ccccc32)cc1C	-0.6	-0.1	4.0	-66.0
Cc1cc(C)cc(N2C(=O)CSC23C(=O)Nc2c(C)cccc23)c1 (stereo unspecified)	11.4	0.1	0.9	-11.2
Cc1nnc(NC(=O)COc2ccccc2F)s1	-3.0	0.0	1.9	-7.8
O=C(CSc1nc(-c2ccncc2)nn1Cc1ccc(F)cc1)Nc1ccc(F)cc1	11.2	0.2	-0.9	0.8
O=C(Nc1cccc(Br)c1)C1CCN(C(=O)c2ccccc2Cl)CC1	5.5	0.4	-1.6	-2.0
Cc1ccc(NC(=O)c2ccc(S(=O)(=O)c3ccccc3Cl)c([N+](=O)[O-])c2)cc1Cl	0.4	-0.1	-0.6	11.5
CCOc1ccc(CC(=O)NCCn2ccc3ccccc32)cc1	-1.7	0.1	0.7	-7.8
c1ccc(COc2ccccc2OCc2ccccc2)cc1	-15.2	0.1	0.0	-12.6
CCOC(=O)c1c(NC(=O)CSc2nnc(CNC(=O)c3ccccc3F)n2-c2cccc(C)c2)sc2c1CCCC2	2.2	0.1	1.6	6.3
CN(CC(COc1ccccc1)OC(=O)c1ccccc1Br)C1=NS(=O)(=O)c2ccccc21 (stereo unspecified)	16.5	0.2	-1.0	7.1
Cc1csc(SCC(=O)NC(C)C23CC4CC(CC(C4)C2)C3)n1 (stereo unspecified)	3.2	-0.2	-0.7	-1.3
O=c1[nH]cnc2scc(-c3ccccc3Cl)c12	1.5	-0.2	4.4	8.1
CC1(C)CC(=O)C2=C(C1)N(c1ccccc1F)C1=C(C(=O)CC(C)(C)C1)C2c1cccc(F)c1	7.1	0.1	0.2	3.6
COc1ccccc1C1(C)CCc2oc3ccc(Cl)cc3c2-c2oc(C)cc21 (stereo unspecified)	-10.3	0.2	0.9	0.8
O=C(NC1CC1)c1ccc(F)cc1Cl	3.3	0.0	2.6	2.1
CCN(CC)C(=O)C1CCCN(C(=O)C2CC(Cc3ccccc3Cl)=NO2)C1 (stereo unspecified)	13.4	-0.1	0.3	-44.4
Cc1ccccc1N1OC2C(=O)N(c3ccccc3)C(=O)C2C1c1ccco1 (stereo unspecified)	-6.2	-0.1	-0.2	5.4
Cn1c(SCC(=O)NC(C)(C)C)nnc1-c1ccncc1	-2.3	-0.2	1.4	0.8
COc1cccc(CNc2ccc3c(c2)ncn3C(C)C)c1OC	0.0	0.0	0.3	-48.3
CC1CCc2c(oc3c2cc(NS(=O)(=O)c2ccc(Cl)cc2)c2ccccc23)C1 (stereo unspecified)	6.6	0.0	-0.4	4.6
CC(=O)Nc1sc(/C(C#N)=C/c2cccs2)nc1-c1ccccc1	-5.7	-0.1	0.1	-6.7
COC(=O)c1ccc(COc2ccc(/C=C/C(C)=N/O)cc2)cc1	13.0	0.7	1.3	-31.7
CC1=NN(Cc2ccccc2)C(=O)C1C(c1cccc([N+](=O)[O-])c1)C(C#N)C#N (stereo unspecified)	5.8	-0.2	-2.0	-0.7
CCn1c(SCC(=O)Nc2ccc([N+](=O)[O-])cc2)nc2c(c1=O)SC(C)C2 (stereo unspecified)	-3.7	-0.1	-0.1	0.1
COc1ccc(COn2c(=O)c(C)[n+]([O-])c3ccccc32)cc1OC	2.0	-0.1	-0.1	-7.1
Cc1ccc(OCC(=O)N2CCC(CCC(=O)Nc3ccccc3)CC2)cc1	9.0	0.1	2.2	-5.8
COC(=O)CCCC(=O)NCCN1Cc2ccccc2OC(c2ccccc2OC)C1 (stereo unspecified)	2.9	-0.2	-0.9	10.6
COC(=O)C1=C(O)/C(=C/c2cc(C)n(-c3cc(Cl)ccc3Cl)c2C)N=C1C	19.6	-0.1	-0.6	2.1
COCCCN1C(=S)N(c2ccc(OC)cc2)C(=O)C1CC(=O)Nc1ccccc1 (stereo unspecified)	-1.0	-0.1	-0.4	-3.1
COC(=O)C1c2ccccc2-c2ccccc21	-5.7	0.0	-1.1	-4.2
O=C(O)c1oc2ccccc2c1-n1cccc1	6.2	0.6	-1.5	5.8
CCOc1ccccc1NC(=O)CSc1nc2ccccc2n1CC(=O)N1CCCC1	5.5	-0.1	-1.0	1.8
NC(=O)c1ccc(NC(=O)COC(=O)Cc2ccc(-c3ccccc3)cc2)cc1	9.2	0.0	-0.1	2.3
COc1ccccc1N1CCN(S(=O)(=O)c2ccc(F)c(C(=O)Nc3cc(C)ccc3C)c2)CC1	-3.6	-0.2	-1.7	0.9
Cc1ccc(NC(=O)c2ccc(NCCCN3C(=O)CCC3=O)c([N+](=O)[O-])c2)cc1Cl	21.3	0.5	-0.2	6.6
O=C1c2ccccc2-c2onc3c(N4CCCCC4)cc(NCCO)c1c23	36.4	-0.6	-2.1	25.5
CN=C1SC(CC(=O)Nc2ccccc2)C(=O)N1C(C)C (stereo unspecified)	-0.3	0.4	0.0	13.9
CC1=NN(c2ccc(SC(F)F)cc2)C(=O)C1	25.7	-0.2	-0.8	11.0
O=c1c2cc(F)ccc2[nH]c(=S)n1C1CCCCC1	-6.4	0.0	-0.6	0.8

Rewritten with values under each structure: part of the list above.
Order of values – MITF primary, FBW7 act, GPR151 ag, TEAD-YAP block
> NC(=O)c1ccc(NC(=O)COC(=O)Cc2ccc(-c3ccccc3)cc2)cc1
 : 9.2, 0.0, -0.1, 2.3
> COc1ccccc1N1CCN(S(=O)(=O)c2ccc(F)c(C(=O)Nc3cc(C)ccc3C)c2)CC1
 : -3.6, -0.2, -1.7, 0.9

More structures follow.
SMILES	MITF primary	FBW7 act	GPR151 ag	TEAD-YAP block
Cc1ccc(C(=O)/C=C/C=C/C=C/N(C)C)o1	15.9	-0.4	-0.6	-4.2
c1ccc(Oc2ccc(Nc3ccnc(-c4ccc(N5CCOCC5)nc4)n3)cc2)cc1	22.6	0.2	0.8	4.2
N#CC1(C#N)C(c2cccnc2)C(C(=O)c2ccccc2)N2c3ncccc3C=CC21 (stereo unspecified)	71.4*	-0.1	-0.2	-16.1
COc1ccc(C(=O)NCc2nnc(SCC(=O)N3N=C(c4cccs4)CC3c3ccc(OC)cc3)n2-c2cccc(C)c2)cc1 (stereo unspecified)	7.2	0.0	-0.8	-11.6
COC(=O)c1cc(OC)c(OC)cc1NC(=S)N1CCN(Cc2ccccc2)CC1	-1.6	-0.3	-0.5	1.2
O=C(Cn1cnc2c(nnn2-c2ccc(Cl)cc2)c1=O)N1CCCc2ccccc21	11.2	0.6	-0.1	0.3
COC(=O)C1=C(C)Nc2nnnn2C1c1ccccc1 (stereo unspecified)	-6.1	0.0	0.2	-5.7
CC(C)(C)c1ccc(C2C(C(=O)c3ccco3)=C(O)C(=O)N2Cc2cccnc2)cc1 (stereo unspecified)	-29.0	0.0	-1.6	-11.3
c1ccc(C(NCc2cccnc2)c2ccccc2)cc1	86.3*	0.2	-0.2	0.9
COCCn1c(SCC(=O)NC(C)(C)C)nnc1-c1ccncc1	-0.4	-0.1	-0.7	-1.7
Cc1cc(C)n(C(=O)Cn2ccc([N+](=O)[O-])n2)n1	-17.3	0.0	0.3	-8.8
Cc1ccc(NC(=O)CSc2nc3c(sc(=S)n3-c3ccccc3C)c(=O)n2-c2ccccc2)cc1C	-2.4	0.0	1.8	1.6
Clc1ncn(CCOc2ccccc2)c1Cl	-0.1	-0.1	0.1	4.4
COC(=O)c1cn(NC(=O)c2ccc(Br)o2)c(=O)c2ccccc12	-2.5	0.1	-2.2	11.5
CC(C)(C)SCCNC(=O)Cc1ccccc1[N+](=O)[O-]	5.1	0.0	0.6	-9.5
Cc1ccc(-c2c(C)nn3c(NCCCO)c4c(nc23)CCC4)cc1	17.3	0.0	0.4	4.8
COc1ccc(OCC(=O)Nc2cc(Cl)ccc2C(=O)O)cc1	2.1	-0.1	-1.8	-2.1
COc1ccc(C(=O)NCC2CCC3(CCN(C(=O)CC(C)C)CC3)O2)cc1OC (stereo unspecified)	14.9	-0.1	0.6	-6.3
CCc1c(C)nc(NC2CCN(CC(=O)Nc3ccc4c(c3)OCCO4)CC2)[nH]c1=O	-15.4	-0.1	1.2	0.9
COc1cc(C)ccc1S(=O)(=O)N1CCCCCC1	6.0	0.3	2.1	5.9
Cc1ccc(NC(=O)CSc2nnc(-c3ccccc3)c(-c3ccccc3)n2)cc1	13.2	0.0	-1.4	4.6
CCCCOC(=O)COc1cc(C)cc2oc(=O)cc(-c3ccccc3)c12	2.9	0.1	-0.2	1.4
COC(=O)c1c(NC(=O)COc2cccc(C(F)(F)F)c2)sc2c1CCCC2	8.8	0.2	3.2	-11.5
COCCOC(=O)C1=C(C)NC(C)=C(C(=O)OCCOC)C1c1ccc(-c2cccc(Cl)c2)o1	-0.5	-0.2	-0.5	-1.4

Results in FBW7 act, GPR151 ag and TEAD-YAP block, for some of the entries so far:
| Compound | FBW7 act | GPR151 ag | TEAD-YAP block |
| --- | --- | --- | --- |
| Cc1cc(C)n(C(=O)Cn2ccc([N+](=O)[O-])n2)n1 | 0.0 | 0.3 | -8.8 |
| Cc1ccc(NC(=O)CSc2nc3c(sc(=S)n3-c3ccccc3C)c(=O)n2-c2ccccc2)cc1C | 0.0 | 1.8 | 1.6 |

(cont.)
SMILES	MITF primary	FBW7 act	GPR151 ag	TEAD-YAP block
CCOC(=O)c1ccc2nc(C)cc(Nc3ccc(OCC)cc3)c2c1	-8.0	0.0	0.2	1.4
CCn1cc(CNc2nc(C)c(-c3ccn(CCc4cccs4)n3)s2)c(C)n1	3.3	-0.2	0.1	2.3
COC(=O)[C@@H]1C[C@H](NC(=O)c2cccnc2)CN1Cc1ccc2ccccc2c1	-30.0	-0.1	-1.0	4.6
CCCNC(=O)c1cnc(N2CCN(Cc3ccc4c(c3)OCO4)CC2)s1	2.2	0.2	0.5	0.5
Cc1c(C(=O)N2CCc3ccccc3C2)sc2nc(-c3ccccc3)cn12	-9.3	-0.1	0.4	-11.7
O=C(NC1CC1)C1CCN(C2CCN(C(=O)COc3ccccc3Cl)CC2)CC1	-0.7	0.0	0.0	9.2
O=C(Nc1cccc(-n2cnnn2)c1)C1CCCN(C2CCSCC2)C1 (stereo unspecified)	7.1	-0.1	2.3	2.9
O=C(CN(c1ccc(Cl)c(C(F)(F)F)c1)S(=O)(=O)c1ccccc1)NCc1ccccn1	6.9	0.0	0.4	-3.7
COc1ccc(-c2noc(Nc3cccc(SC)c3)n2)cc1	2.3	-0.1	2.3	-41.5
Cc1ccc(S(=O)(=O)NC(C)(C)C(=O)O)cc1	-7.3	-0.1	-0.3	2.1
O=C(c1nc2sccn2c1CN1CCC(OCc2cccnc2)CC1)N1CCCCC1	7.3	0.1	-0.2	5.8
Cc1ccc(OCC(=O)Nc2nonc2NC(=O)COc2ccc(C)cc2)cc1	-3.6	-0.1	-1.1	-4.0
COc1ccccc1OCCOc1ccc(/C=N/n2cnnc2)cc1	17.2	0.3	-1.0	15.4
CC1CCCC(C)N1C(=O)COC(=O)c1ccc([N+](=O)[O-])cc1Cl (stereo unspecified)	16.4	0.1	-2.8	1.7
Cc1ccc(NC(=O)c2ccc([N+](=O)[O-])cc2Cl)nc1	-9.2	-0.1	-1.1	-50.3
O=C(Cn1c(O)c(C2=NC(=S)NC2=O)c2ccccc21)Nc1cccc(Cl)c1	7.2	0.1	0.6	5.1
COCCn1c(SCC(=O)Nc2ccc(F)cc2)nc2c(c1=O)SC(C)C2 (stereo unspecified)	19.0	0.1	-0.4	-12.4
CCCNC(=O)C1CC(=O)N(c2ccc(OCC(=O)Nc3ccc(C)c(C)c3)cc2)C1 (stereo unspecified)	1.6	-0.1	-0.4	-1.5
COc1ccc(C(=O)Nc2ccccc2CO)cc1	2.6	-0.1	-6.8	-25.8
COCCNC(=O)Cn1cc(/C=C(\C#N)C(=O)NCC2CCCO2)c2ccccc21 (stereo unspecified)	-4.3	-0.1	-0.1	-0.1
Cc1nonc1CC(=O)N1CCC(N2CCC(C(=O)NCc3ccccn3)CC2)CC1	0.4	0.0	-0.4	10.0
CCc1nc2sc(C(c3ccc(F)cc3)N3CCOCC3)c(O)n2n1 (stereo unspecified)	18.3	0.8	-1.3	4.8
Cn1cc(CN2C(=O)CCC2CCNCc2cccc(C(F)(F)F)c2)cn1 (stereo unspecified)	-5.6	0.1	0.1	1.4
Cc1ccc(S(=O)(=O)/N=S(\C)CC2CC2(Cl)Cl)cc1 (stereo unspecified)	13.3	-0.1	3.0	15.1
CC(N)C12CC3CC(CC(C3)C1)C2 (stereo unspecified) (tested in a mixture with another compound)	-7.0&-6.7	0.1&0.0	-1.1&0.2	2.8&0.7
